Source: PubChem (National Center for Advancing Translational Sciences (NCATS))
D2 potentiator: positively modulates the human D2 dopamine receptor allosterically. P14416. HEK293 T-REx D2, calcium flux, EC20 dopamine potentiation. potentiation, % at 10 µM. 0.34% of 340,000 active;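 active = potentiation over 3 SD above the plate norm, cut at about 30% in these data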; note: 0% is about no effect
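Calcium flux readout, no-wash dye, 1 read/s. Inducible HEK293 Trex D2 line, overnight 30 C. Compound alone 180 s (agonist flags), then EC20 dopamine, another 180 s to score potentiation.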
RXFP1 antagonist: antagonists of human relaxin receptor RXFP1. Q9HBX9. HEK293-RXFP1, relaxin-stimulated cAMP HTRF, 30 min; hits give low values. activity change, negative = inhibition, % at 57.5 µM. 0.59% of 350,000 active. AID 1259400;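 active = activity change of -60% or lower, but not beyond a set lower limit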; note: % is set by controls: 0 for no effect and ±100 for the full control effect
Target sequence (Q9HBX9 whole entry, looked up): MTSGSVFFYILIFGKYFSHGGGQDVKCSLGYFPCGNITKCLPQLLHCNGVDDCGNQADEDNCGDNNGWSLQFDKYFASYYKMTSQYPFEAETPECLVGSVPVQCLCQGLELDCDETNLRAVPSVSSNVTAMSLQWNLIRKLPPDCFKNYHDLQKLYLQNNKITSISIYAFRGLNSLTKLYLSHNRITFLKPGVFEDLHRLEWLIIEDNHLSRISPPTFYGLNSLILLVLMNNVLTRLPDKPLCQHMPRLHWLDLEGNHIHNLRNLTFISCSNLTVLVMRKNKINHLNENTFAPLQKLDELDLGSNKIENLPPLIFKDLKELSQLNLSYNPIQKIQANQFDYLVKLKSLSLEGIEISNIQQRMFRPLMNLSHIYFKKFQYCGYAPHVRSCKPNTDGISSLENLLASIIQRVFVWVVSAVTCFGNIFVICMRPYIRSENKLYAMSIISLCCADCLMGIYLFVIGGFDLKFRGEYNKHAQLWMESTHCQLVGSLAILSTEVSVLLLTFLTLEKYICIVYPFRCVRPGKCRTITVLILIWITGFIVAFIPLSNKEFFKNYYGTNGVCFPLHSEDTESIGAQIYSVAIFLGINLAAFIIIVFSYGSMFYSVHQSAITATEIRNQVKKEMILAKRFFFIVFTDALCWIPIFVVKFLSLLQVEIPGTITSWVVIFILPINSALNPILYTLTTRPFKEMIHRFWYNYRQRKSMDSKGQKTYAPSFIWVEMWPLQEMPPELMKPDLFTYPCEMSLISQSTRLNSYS
D2 agonist: D2 dopamine receptor (human) agonism; P14416; HEK293 T-REx D2 cells, calcium flux agonist mode; activation, % at 2 µM; 0.53% of 340,000 active; AID 485358;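 active = activation over 3 SD above normal in the single-dose calcium agonist read, cut at about 30% in these data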; note: 0% is about no effect
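In this primary screen, compounds producing a positive calcium signal within 180 s of addition to tetracycline-induced, force-coupled HEK293 Trex D2 cells are flagged; cells are dye-loaded with a no-wash calcium kit beforehand.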
D1 potentiator: potentiators of human D1 dopamine receptor; P21728; 0.036% of 360,000 active; AID 504651; potentiation, % at 10 µM; HEK293 TREx D1 cells, calcium flux, dopamine EC20 potentiation; in the data active = potentiation above about 30%; note: 0% is about no effect
TRHR PAM: allosteric enhancers of human TRH receptor | P34981 | 0.66% of 360,000 active | TRHR cells, fluo-8 calcium fluorescence, EC20 TRH enhancement | enhancement, % at 2 µM | AID 493056; in the data active = enhancement above about 30%; note: 0% is about no effect
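TRHR-expressing cells loaded with fluo-8 calcium dye were read kinetically (ex 480/em 530) during compound addition, then stimulated with an EC20 of TRH (10 nM final). Enhancement of the Gq-mediated intracellular calcium response was scored.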
D2 antag: D2 dopamine receptor (human) antagonism; P14416; inhibition, % at 10 µM; AID 485344; 2% of 340,000 active; HEK293 TREx D2 cells, calcium flux, dopamine EC80; in the data active = inhibition above about 30%; note: 0% is about no effect
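Dopamine at EC80 is the agonist stimulus; test compounds precede it by 180 s. Calcium flux read kinetically in a force-coupled, inducible HEK293 T-REx D2 cell line.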
D1 ag: activates the human D1 dopamine receptor; activation, % at 2 µM; 1% of 360,000 active; AID 504660; P21728; HEK293 T-REx D1 cells, calcium flux, agonist mode; note: 0% is about no effect
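Inducible HEK293 T-REx D1 cells, force-coupled to calcium signalling, were plated at 4000 cells/well with tetracycline and held overnight at 30 C. After no-wash calcium dye loading, compound-evoked calcium rise over 180 s flagged agonists.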
TRHR ag: TRH receptor (human) agonism; TRHR cells, calcium flux fluo-8, FDSS agonist mode; activation, % at 2 µM; 0.18% of 360,000 active; note: 0% is about no effect
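Read-out: compound-evoked intracellular calcium rise in TRHR cells, fluo-8 dye, kinetic FDSS fluorescence at 1 s/cycle following a 10-cycle baseline. Cells cultured overnight before dye loading (30 min–1.5 h, RT).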
D1 antag: human D1 dopamine receptor antagonism | P21728 | HEK293 TREx D1 cells, calcium flux, dopamine EC80; hits give low values | activity change, negative = inhibition, % at 10 µM | 3.2% of 360,000 active | AID 504652; in the data active = activity change below about -30%; note: % is set by controls: 0 for no effect and ±100 for the full control effect
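Tetracycline-induced HEK293 T-REx cells with force-coupled D1 receptor were loaded with a no-wash calcium dye. Compound was added after a 10 s baseline and read kinetically for 180 s; EC80 dopamine was then added and calcium flux followed another 180 s.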
Active calls of the source: *; . = not tested or not shown; & = joins results of further samples. Cut-off read from the data, not from the text of the source, unless noted: active = activation above about 30%; inactive = the rest.

SMILES | D2 potentiator | RXFP1 antagonist | D2 agonist | D1 potentiator | TRHR PAM | D2 antag | D1 ag | TRHR ag | D1 antag
O=C(Nc1ccccc1F)OC1CN2CCC1CC2 (configuration not stated) | -2 | -18 | 1.9 | 2 | 4 | 8 | 2 | 0.3 | 7
Cc1cccc(OC(=O)N2CCOCC2)c1 | 8 | 11 | 0.3 | -1 | 1 | 9 | 3 | -0.2 | 20
CC1(C)OC1COc1c2occc2cc2ccc(=O)oc12 (configuration not stated) | 4 | . | -0.4 | -3 | -1 | 4 | -3 | -0.2 | 11
COc1ccc(OCC(=O)N2CCN(Cc3nc4cc([N+](=O)[O-])ccc4n3C)CC2)cc1 | 13 | -8 | -1.4 | 5 | -2 | -2 | 0 | -0.4 | 8
CC1(C)C2([N+](=O)[O-])CN3CC1([N+](=O)[O-])CN(C2)C3c1cccnc1 (configuration not stated) | -7 | 2 | 0.9 | 1 | -1 | 2 | 2 | 1.7 | -1
C[C@H](NC(=O)N1C[C@H]2C[C@@H](C1)c1cccc(=O)n1C2)C(=O)Nc1ccccc1F | 3 | . | -0.4 | -3 | -8 | 14 | 0 | -0.4 | 3
C=C(COC(=O)CCC(=O)O)CC1CC(O)[C@]2(C)OC3CC4OC5C[C@]6(C)O[C@]7(C)CCC8OC9C[C@]%10(C)OC%11C(C)=CC(=O)OC%11CC%10OC9C[C@@H](C)C8OC7CC6O[C@]5(C)C/C=C\C4OC3CC2O1 (some centres not stated) | 6 | . | -0.3 | -3 | -2 | 20 | 1 | -0.1 | -13
CN(C)C(=O)Oc1ccc(OCc2nc3ccccc3[nH]2)cc1 | -2 | -14 | 0.2 | -8 | -4 | 0 | 16 | 0.2 | -48*
O=C1NC(=O)C2(Cc3ccccc3N3CCCC32)C(=O)N1 (configuration not stated) | -16 | -7 | 1.2 | 0 | 12 | -7 | 0 | 0.6 | -5
OC(CNC1CCCCCCC1)c1ccccc1 (configuration not stated) | -1 | . | 0.0 | 6 | 1 | 17 | 5 | 0.0 | -4
O=C1N(c2cccc(Cl)c2)C(c2cccnc2)N2CCCN12 (configuration not stated) | 3 | -10 | -0.7 | -6 | -4 | 4 | 4 | 0.3 | -4
C=CCn1c(O)c(/C=C2/C=CC=N2)c(=O)[nH]c1=O | -5 | 2 | -0.4 | 0 | 12 | -1 | 1 | 0.6 | 0
CC(C)C12CN3CC(C(C)C)(CN(C1)C3c1ccccn1)C2=O (configuration not stated) | 6 | 4 | 0.7 | 0 | -1 | . | 6 | -0.2 | 15
NC(=O)c1ccsc1NC(=O)COC(=O)Cc1ccccc1 | 14 | 4 | 0.0 | -6 | 10 | 0 | 17 | -0.1 | -32*
CCCCCn1c(=O)c(C(=O)NCc2ccncc2)c(O)c2ccccc21 | 19 | . | 1.1 | 3 | 29 | -35 | 9 | -0.4 | -6
CN1CCN(c2ccc(Cl)cc2N)CC1 | -15 | 6 | 1.7 | -2 | 3 | 23 | 1 | 1.4 | -3
Cn1cc(CCC(=O)N2CCC3(CC2)OCCO3)c2ccccc21 | -1 | 17 | 0.9 | 1 | 0 | -2 | 2 | -0.3 | -10
O=C(c1ccc(F)c([N+](=O)[O-])c1)N1CC2CC(C1)c1cccc(=O)n1C2 (configuration not stated) | 7 | 0 | -0.1 | -10 | 1 | -3 | 3 | 0.5 | -8
FC(F)(F)Oc1ccc(NC2=NCCCS2)cc1 | 5 | 3 | 0.4 | -6 | 11 | -1 | 7 | -0.4 | 3
COc1ccc(-n2c(/C=C/c3ccc4c(c3)OCO4)nc3ccccc3c2=O)cc1 | 2 | 15 | 2.3 | 1 | 0 | 4 | 3 | 0.0 | -5
COc1ccc(OCC(=O)N2CCN(Cc3cc(=O)n4nc(-c5ccccc5C)sc4n3)CC2)cc1 | 15 | . | -0.1 | -3 | 4 | . | 0 | -0.8 | -4
CN(C)C1=NP(N(C)C)(N(C)C)=NC(c2ccccc2)=N1 | 12 | -1 | 0.3 | -12 | 13 | 0 | 10 | -1.4 | -1
O=S(=O)(c1ccccc1)N1CCN2CCCC2C1 (configuration not stated) | 6 | 1 | 0.3 | 2 | 57* | -12 | 5 | 1.0 | -15
COC(=O)C1=C(c2ccc(Cl)c(C(F)(F)F)c2)C[C@@H]2CC[C@H]1N2C(=O)NCCCOC(C)C | -1 | . | 0.6 | -1 | -8 | -12 | 0 | 0.5 | -23
CC1=CC(=O)OC2CC3OC4C[C@@H](C)C5OC6CC7O[C@]8(C)C/C=C\C9OC%10CC%11OC(CC(C)CO)CC(O)[C@]%11(C)OC%10CC9OC8C[C@]7(C)O[C@]6(C)CCC5OC4C[C@]3(C)OC12 (some centres not stated) | 0 | . | 0.2 | -2 | -6 | -11 | -3 | 3.3 | -4
CC(=Nc1ccccc1N)c1c(O)n(C)c(=O)[nH]c1=O | 8 | 6 | -2.7 | -3 | -6 | 3 | -3 | -0.2 | -2
O=C(NC1CN2CCC1CC2)c1ccc(-c2ccc([N+](=O)[O-])cc2)o1 (configuration not stated) | -9 | -1 | 0.2 | -7 | -2 | -10 | 5 | 0.7 | -7
CCOc1ccc(NC(=O)C2C3c4ccccc4C(c4ccccc43)C2C(=O)O)cc1 (configuration not stated) | 6 | -3 | -0.5 | 4 | 9 | 3 | 3 | 1.8 | 6
O=C1Nc2ccccc2C(c2ccccc2)=NC1O (configuration not stated) | 3 | 0 | 1.2 | 0 | -1 | 12 | 3 | 0.8 | 3
CCOP(=O)(OCC)c1cc(C)c(O)c(C(C)(C)C)c1 | 16 | 1 | -1.6 | 3 | 0 | -3 | 3 | -1.2 | -26
O=C(COc1ccc2c3c(c(=O)oc2c1)CCC3)N1C[C@H]2C[C@@H](C1)c1cccc(=O)n1C2 | -7 | . | -0.7 | 2 | -3 | -7 | 1 | 0.0 | -2
Cc1ccc(N2C(=O)NC(=O)/C(=C\c3cn(CC(=O)O)c4ccccc34)C2=O)cc1 | 16 | 2 | 0.2 | 2 | -2 | -8 | -3 | 0.4 | -7
CCc1ccc(NC(=O)c2cccn(Cc3cccc([N+](=O)[O-])c3)c2=O)cc1 | -1 | . | 15 | -3 | -1 | . | -2 | 0.4 | .
CC(Cc1ccccc1)NC(N)=O (configuration not stated) | 14 | -1 | 0.5 | 0 | 13 | -11 | 1 | -0.2 | -8
COC(=O)C1=C(c2ccc(C(C)=O)cc2)C[C@@H]2CC[C@H]1N2C(=O)NCc1ccc(F)cc1 | 4 | . | 0.2 | -7 | -3 | 1 | 6 | 0.6 | .
CCOC(=O)c1c(N)n(Cc2ccccc2)c2nc3ccccc3nc12 | 0 | 11 | -0.4 | -2 | -3 | 18 | 2 | -0.4 | -2
Cc1ccc(-c2nc3ccccc3c(=O)n2-c2cccc(O)c2)cc1 | . | 2 | . | 3 | 0 | . | 1 | 0.7 | -4
CN(C(=O)CN1CC=C(c2ccccc2)CC1)c1c(N)n(Cc2ccccc2)c(=O)[nH]c1=O | 0 | -7 | 19 | 0 | 5 | -7 | 1 | 0.5 | -4
CCNCC(O)c1cccc(O)c1 (configuration not stated) | -15 | . | 36* | -2 | 25 | 32* | 3 | 0.2 | 21
O=S(=O)(NC1CCCC1)OCC(Cl)(Cl)Cl | -7 | . | 0.6 | -5 | -6 | 16 | 3 | -0.5 | 1
CCCCC(=O)N/N=C/c1c(O)n(-c2ccccc2)c(=O)[nH]c1=O | 6 | -2 | 0.4 | 5 | -1 | 19 | 0 | -0.4 | -7
Cc1cccc(OCC(=O)N2CCN(Cc3ccc([N+](=O)[O-])cc3)CC2)c1 | 4 | 7 | -0.3 | 0 | -6 | 1 | 0 | -0.1 | 17
COc1ccc(/C=C/C(=O)c2c(O)n(CCC3=CCCCC3)c(=O)[nH]c2=O)cc1OC | -13 | -4 | 1.9 | -3 | 30 | -8 | 2 | 0.1 | -11
O=c1c2ccccc2nc(/C=C/c2ccc(F)cc2)n1-c1ccccc1O | 5 | -14 | 1.9 | -3 | 12 | -6 | 8 | 3.7 | 2
N#Cc1ccc(NC(=O)CN2CCCCCC2)cc1Cl | -13 | 9 | 0.0 | -7 | 23 | -8 | 8 | 1.6 | -1
N#Cc1ccccc1OCC(=O)N1CCN(CC(=O)Nc2ccc(F)cc2)CC1 | -2 | -10 | -0.1 | 2 | 4 | -11 | 4 | 0.0 | 4
COc1ccc2c(C)c(CCC(=O)N3C[C@H]4C[C@@H](C3)c3cccc(=O)n3C4)c(=O)oc2c1 | 11 | . | 0.4 | 0 | 0 | 5 | 1 | 0.5 | 4
O=C(Cc1c(Cl)cccc1Cl)N1CCN(Cc2ccccc2)CC1 | -4 | 8 | 0.4 | . | 1 | 2 | 18 | -1.4 | 24

Grouped by structure, the compounds so far containing fluorine.
SMILES | D2 potentiator | RXFP1 antagonist | D2 agonist | D1 potentiator | TRHR PAM | D2 antag | D1 ag | TRHR ag | D1 antag
O=C(Nc1ccccc1F)OC1CN2CCC1CC2 (configuration not stated) | -2 | -18 | 1.9 | 2 | 4 | 8 | 2 | 0.3 | 7
C[C@H](NC(=O)N1C[C@H]2C[C@@H](C1)c1cccc(=O)n1C2)C(=O)Nc1ccccc1F | 3 | . | -0.4 | -3 | -8 | 14 | 0 | -0.4 | 3
O=C(c1ccc(F)c([N+](=O)[O-])c1)N1CC2CC(C1)c1cccc(=O)n1C2 (configuration not stated) | 7 | 0 | -0.1 | -10 | 1 | -3 | 3 | 0.5 | -8
FC(F)(F)Oc1ccc(NC2=NCCCS2)cc1 | 5 | 3 | 0.4 | -6 | 11 | -1 | 7 | -0.4 | 3
COC(=O)C1=C(c2ccc(Cl)c(C(F)(F)F)c2)C[C@@H]2CC[C@H]1N2C(=O)NCCCOC(C)C | -1 | . | 0.6 | -1 | -8 | -12 | 0 | 0.5 | -23
COC(=O)C1=C(c2ccc(C(C)=O)cc2)C[C@@H]2CC[C@H]1N2C(=O)NCc1ccc(F)cc1 | 4 | . | 0.2 | -7 | -3 | 1 | 6 | 0.6 | .
O=c1c2ccccc2nc(/C=C/c2ccc(F)cc2)n1-c1ccccc1O | 5 | -14 | 1.9 | -3 | 12 | -6 | 8 | 3.7 | 2
N#Cc1ccccc1OCC(=O)N1CCN(CC(=O)Nc2ccc(F)cc2)CC1 | -2 | -10 | -0.1 | 2 | 4 | -11 | 4 | 0.0 | 4

Continued.
SMILES | D2 potentiator | RXFP1 antagonist | D2 agonist | D1 potentiator | TRHR PAM | D2 antag | D1 ag | TRHR ag | D1 antag
Cc1cccc(-n2c(O)c(C=NCCN3CCCCC3)c(=O)[nH]c2=O)c1 | 8 | -8 | 0.7 | 2 | 1 | 1 | 1 | 0.5 | -13
Clc1ccc(C(c2ccccc2)c2ncc[nH]2)cc1 (configuration not stated) | -1 | -2 | -0.2 | 2 | 1 | -2 | 8 | 0.3 | 8
CCCCCCC(=O)N/N=C/c1c(O)n(CCCC)c(=S)[nH]c1=O | -6 | -11 | 0.7 | -1 | 1 | 4 | 12 | 1.5 | 8
Cc1ccc(O)c(C)c1 | 7 | . | 0.5 | 0 | 1 | -1 | 0 | -0.1 | .
CSc1ccc(CN2CCN(C(=O)COc3cccc(C)c3)CC2)cc1 | -23&-19 | -16&-7 | -0.4&-2.0 | -3&-1 | -1&2 | 16 | 5&6 | -0.4&-0.7 | -9&-14
CC(C)(C)C(=O)OCC12CCC(O1)C1(C)C(=O)OCC21 (configuration not stated) | -7 | 2 | 0.4 | -4 | -7 | 2 | 7 | 0.5 | -10

This is a subset. The share of hits here may be higher or lower than overall.
